TDP2 inh = blocks human TDP2 phosphodiesterase activity; 370,000 tested, 0.34% active; recombinant TDP2, T5PNP hydrolysis, p-nitrophenol absorbance 415 nm; inhibition, % at 12.8 µM; AID 720702;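 active = inhibition above the mean of all tested compounds plus 3 SD, set per campaign, cut at about 25% in these data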;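 also: 0% = DMSO with enzyme and 100% = buffer with substrate but no TDP2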
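Evaluation: % inhibition relative to enzyme-containing and enzyme-free wells. Material: recombinant human TDP2. Benchmarks: enzyme-free and DMSO wells. Timing: enzyme reaction with compound for 2 h at 37 °C. Compound dosing: 12.8 µM only. Measured by: p-Nitrophenol epi absorbance. Reagent: T5PNP substrate at 5 mM, a TopII-DNA adduct mimic. Replication: single well per compound.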
MBD2 DNA inh = inhibitors of human MBD2 binding to methylated oligonucleotide; inhibition, % at 4.4 µM; 370,000 tested, 0.31% active; AID 686964; TR-FRET; Q9UBB5; in the data active = inhibition above about 13%
Target sequence (Q9UBB5 whole entry, looked up): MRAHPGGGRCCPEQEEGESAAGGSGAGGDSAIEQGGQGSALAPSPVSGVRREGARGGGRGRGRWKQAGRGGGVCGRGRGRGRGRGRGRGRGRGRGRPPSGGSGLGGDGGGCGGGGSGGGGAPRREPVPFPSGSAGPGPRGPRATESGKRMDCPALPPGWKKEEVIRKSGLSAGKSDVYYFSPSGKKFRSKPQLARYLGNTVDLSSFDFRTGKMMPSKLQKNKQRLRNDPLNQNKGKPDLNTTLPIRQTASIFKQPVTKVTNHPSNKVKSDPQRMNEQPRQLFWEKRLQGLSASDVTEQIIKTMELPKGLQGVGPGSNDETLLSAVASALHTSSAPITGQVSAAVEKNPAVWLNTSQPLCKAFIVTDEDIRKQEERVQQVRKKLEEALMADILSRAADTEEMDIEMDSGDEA
Tn7 DDE FP = disrupts Tn7 cyclic peptide binding to fibrin D-Dimer-E complex; 370,000 tested, 0.13% active; AID 720508; FP displacement of FITC-Tn7 peptide from fibrin DD(E); 0% = median of compound wells per plate; inhibition, % at 8.3 µM;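 active = inhibition above the mean of compounds falling within the control limits plus 3 SD of them, cut at about 14% in these data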;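 also: 0% = plate median of compound wells and 100% = 10 µM Aha-Tn7 peptide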
Target sequence (P02675 whole entry, looked up): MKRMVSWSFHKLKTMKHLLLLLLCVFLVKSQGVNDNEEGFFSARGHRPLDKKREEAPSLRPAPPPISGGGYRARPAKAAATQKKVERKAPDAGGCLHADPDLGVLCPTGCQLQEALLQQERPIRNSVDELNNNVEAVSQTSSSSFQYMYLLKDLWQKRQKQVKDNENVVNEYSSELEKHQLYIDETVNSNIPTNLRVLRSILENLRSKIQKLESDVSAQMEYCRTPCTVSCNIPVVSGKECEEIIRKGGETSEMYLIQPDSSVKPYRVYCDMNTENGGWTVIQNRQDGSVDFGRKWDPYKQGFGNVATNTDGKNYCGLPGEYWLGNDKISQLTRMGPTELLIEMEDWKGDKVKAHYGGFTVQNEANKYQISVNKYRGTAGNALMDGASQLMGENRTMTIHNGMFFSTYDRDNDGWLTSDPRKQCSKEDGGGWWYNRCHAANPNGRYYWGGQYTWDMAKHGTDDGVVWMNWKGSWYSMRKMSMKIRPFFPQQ
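Also added: labelled Tn7 tracer, 0.1 µM; Assay system: human fibrin DD(E) protein; Amount: 2 µM fibrin DD(E); Schedule: 10 min compound pre-incubation, 3 h probe incubation at room temperature; Repeats: one replicate per compound; Read-out basis: percent inhibition; Measured by: fluorescence polarization of the labelled Tn7 tracer.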
UHRF1 MBD2 ctr = blocks human UHRF1 binding to methylated DNA; Q96T88; UHRF1 binding to methylated oligo, TR-FRET; inhibition, % at 4.4 µM; 370,000 tested, 0.75% active; AID 687016; in the data active = inhibition above about 21%;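 also: UHRF1 SRA domain binding a hemimethylated CpG hairpin DNA probe; 0% = median of test compound wells and 100% = reference inhibitor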
LEDGF integ inh = blocks HIV-1 LEDGF/p75-dependent DNA integration. inhibition, % at 3.7 µM. 370,000 tested, 0.64% active. TR-FRET IN-LEDGF/p75 DNA integration, Eu/Cy5. AID 743269;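 active = inhibition above the screen-wide mean plus 3 SD, cut at about 13% in these data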;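 also: signal is the Cy5 over europium emission ratio at 671 and 618 nm; 0% = plate median of compound wells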
PRMT1 FP inh = inhibitors of human PRMT1 | recombinant PRMT1, activity-based probe fluorescence polarization | inhibition, % at 2.79 µM | 370,000 tested, 1.3% active | AID 652257;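 active = inhibition above about 21% made by adding two undisclosed values, limit read from the data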
Tn6 DDE FP = DD(E)-Tn6 binding inhibition, primary FP screen. P02675. Fibrin DD(E) TRITC-Tn6 fluorescence polarization displacement. inhibition, % at 8.3 µM. 370,000 tested, 0.21% active. AID 720509;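 active = inhibition above a per-campaign cutoff: mean of compounds within control limits plus 3 SD, cut at about 15% in these data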;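 also: 0% = median of all compound wells on the plate and 100% = blocking peptide control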
TCR-CD3 inh = blocks the human TCR-CD3 interaction; TAMRA-labeled TCR probe fluorescence, biochemical; 360,000 tested, 0.37% active; inhibition, % at 9.4 µM; in the data active = inhibition above about 19%;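 also: recombinant mutant TCR 2C K166C tagged with TAMRA read by polarization; 0% = receptor in buffer alone and 100% = receptor with positive control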
KLK7 zymogen act = proKLK7 (human) activation, primary screen; purified proKLK7, EDANS-DABCYL substrate fluorescence; 100% is mature enzyme control, 0% vehicle; activation, % at 7 µM; 370,000 tested, 0.9% active; AID 652039;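 active = activation above the mean of all tested compounds plus 3 SD, computed per campaign excluding outliers beyond control limits, cut at about 13% in these data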
SIAE primary = inhibitors of human sialic acid acetylesterase SIAE; 370,000 tested, 0.69% active; inhibition, % at 9.66 µM; AID 1053197; SIAE FP-Rh probe binding, fluorescence polarization;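 active = inhibition above a cutoff: mean of compounds within the control limits plus 3 SD of those, cut at about 17% in these data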;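 also: 0% = plate median of compound wells and 100% = probe without SIAE protein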
An asterisk follows results filed as active; nt = no result given.

#	SMILES	TDP2 inh	MBD2 DNA inh	Tn7 DDE FP	UHRF1 MBD2 ctr	LEDGF integ inh
1	C=CCNc1oc(-c2cccs2)nc1C#N	7	-1	-4	-2	1
2	Cn1ccnc1C(=O)c1ccc(N)cc1	-8	-1	-1	0	-3
3	COCC(=O)c1[nH]c2ccccc2c1C	14	-2	1	-1	3
4	CC1CC(Nc2ccccc2)=CC(=O)O1 (configuration not stated)	4	-1	3	-1	-2
5	O=C1CCCc2nc3c(cc21)C(O)Oc1ccccc1-3 (configuration not stated)	8	0	-5	1	-4
6	CCCN(CC(=O)Nc1ccccc1C)C(=O)c1ccc(S(=O)(=O)N2CCCCC2)cc1	6	2	-2	0	0
7	O=C(CN1C(=O)CC(c2ccccc2)S(=O)(=O)c2ccccc21)N1CCCC1 (configuration not stated)	6	1	8	0	-1
8	CCOc1cc(S(=O)(=O)Nc2ccc(Cl)cn2)ccc1Cl	-9	-5	11	-3	-2
9	CCOc1ccc(OCCCCN2CCCC2)cc1	-7	1	-1	0	0
10	Cc1csc(NC(=O)CSc2nncc(=O)n2N)n1	-5	5	-3	-2	1
11	CCN(c1ccccc1)S(=O)(=O)c1ccc(Cl)c(C(=O)NC2CCN(Cc3ccccc3)CC2)c1	4	-7	2	1	-1
12	CSc1ccccc1NC(=O)C(C)N(C)CC(=O)N1CCN(Cc2ccccc2)CC1 (configuration not stated)	-9	-2	-3	-1	8

#	PRMT1 FP inh	Tn6 DDE FP	TCR-CD3 inh	KLK7 zymogen act	SIAE primary
1	-2	7	5	-8.9	1
2	-3	4	4	-0.5	-6
3	2	2	4	-0.5	-2
4	0	2	3	3.7	3
5	-1	2	-4	71*	-4
6	2	4	3	0.0	-3
7	4	-1	-1	-0.2	-4
8	-1	5	0	0.7	0
9	-2	13	4	0.2	1
10	3	3	4	-0.1	-2
11	1	-2	7	0.1	7
12	-5	1	2	-0.6	-11

More results
#	SMILES	TDP2 inh	MBD2 DNA inh	Tn7 DDE FP	UHRF1 MBD2 ctr	LEDGF integ inh
13	COc1ccc(S(=O)(=O)N2CCC(C(=O)N[C@@H](C)C(=O)NCc3ccccc3OC)CC2)cc1	5	-4	10	1	0
14	CN(C)S(=O)(=O)c1ccc(NC(=S)NC(=O)c2cccs2)cc1	0	2	6	1	-1
15	O=C(COc1ccc(Cl)cc1)NCCNC(=O)c1cnccn1	-14	-5	-1	1	-1
16	CCOc1ccc(S(=O)(=O)Nc2ccc3c(c2)OCO3)cc1	8	2	-5	2	-1
17	O=C1c2ccccc2C(=O)N1CCCn1c2ccc(Cl)cc2c2nc3ccccc3nc21	2	-1	-2	-1	-1
18	CC(/C=C/c1ccc(O)cc1)=NNc1ccccc1	-4	-4	-2	0	-3
19	Brc1ccccc1-c1nnc(CSc2nnc3sc4ccccc4n23)o1	-9	-6	-10	-2	3
20	O=C(NCC(c1ccco1)N1CCN(c2ccccc2F)CC1)c1ccc2c(c1)OCO2 (configuration not stated)	-6	4	-6	-1	3
21	CC(C)C[C@H]1CNC(=S)N1C[C@H]1CCCN1C[C@H](Cc1ccccc1)N1C[C@H](Cc2ccc(O)cc2)N(CCc2ccccc2)C1=S	4	-1	5	-4	2
22	Cc1ccc(NC(=O)COc2ncnc3ccccc23)cc1S(=O)(=O)N1CCOCC1	1	-5	-5	-2	-1
23	CC(C)(C)c1ccccc1NC(=O)N1CCNC(=O)C1CC(=O)Nc1ccc(F)cc1 (configuration not stated)	-5	0	12	2	1
24	CC1CCCC(NC(=O)CSc2cccc[n+]2[O-])C1C (configuration not stated)	1	-6	4	3	2

#	PRMT1 FP inh	Tn6 DDE FP	TCR-CD3 inh	KLK7 zymogen act	SIAE primary
13	-3	8	10	0.8	7
14	3	0	-5	0.8	-2
15	-4	10	-3	0.5	5
16	3	2	-1	0.2	4
17	-4	-4	2	-0.6	12
18	-1	6	-1	0.1	8
19	-2	-11	8	-0.2	-18
20	1	-4	0	-0.7	-6
21	0	11	5	0.0	-20
22	0	-4	0	-0.1	-2
23	0	-1	2	0.5	-4
24	-4	0	6	0.4	6

Next part
#	SMILES	TDP2 inh	MBD2 DNA inh	Tn7 DDE FP	UHRF1 MBD2 ctr	LEDGF integ inh
25	CNc1cccc(-c2ccc(C(C)=O)s2)n1	-2	4	2	-2	-3
26	CC(C)(C)NC(=O)NC(=O)COC(=O)C1CC(=O)N(Cc2ccccc2)C1 (configuration not stated)	-13	2	-3	5	0
27	NC(=O)c1ccc(NC(=O)COC(=O)c2ccccc2Nc2ccccc2)cc1	10	3	-2	18	1
28	Cc1cc(NC(=O)/C=C/c2ccc(F)cc2)n(-c2nc3ccccc3[nH]2)n1	-6	-1	-6	-1	1
29	CCN(CC)CCNC(=O)c1ccc(NC(=O)c2cccc(S(=O)(=O)Nc3ccc(C)cc3)c2)cc1	-4	0	0	2	3
30	CCOC(=O)C1=C(C)N(C)C(C)=C(C(=O)OCC)C1c1ccncc1	-1	1	-4	3	3
31	O=C(NNC(=O)C1CCCN(S(=O)(=O)c2cccc(F)c2)C1)C1CC1 (configuration not stated)	1	-1	-3	-1	-3
32	C[n+]1ccccc1/C=C/c1c(F)cccc1F	-16	1	-5	-5	2
33	CCCCN(C(=O)c1ccc2c(c1)OCO2)C1CCS(=O)(=O)C1 (configuration not stated)	-10	1	-2	3	0
34	O=C(Nc1nc(-c2cc3ccccc3oc2=O)cs1)c1ccco1	-8	-7	-6	-6	6
35	CCc1cc(=O)oc2cc(OC3CCCCC3=O)ccc12 (configuration not stated)	-1	4	4	-1	-2
36	CCOc1ccc(NC(=O)c2ccc(F)c(S(=O)(=O)N3CCCC3)c2)cc1	5	2	-1	-1	-4

#	PRMT1 FP inh	Tn6 DDE FP	TCR-CD3 inh	KLK7 zymogen act	SIAE primary
25	-1	-8	4	1.0	1
26	-1	-10	-6	-0.6	-3
27	-1	-5	1	-0.8	-8
28	-2	-1	-2	-0.1	6
29	-3	1	3	-0.2	-4
30	1	-9	-6	-0.5	9
31	0	2	2	0.3	-3
32	-6	-5	9	-0.1	6
33	3	-9	-7	0.0	1
34	-3	-1	11	2.7	-42
35	-4	1	-2	-4.5	-8
36	0	4	2	0.0	-1

(more compounds)
#	SMILES	TDP2 inh	MBD2 DNA inh	Tn7 DDE FP	UHRF1 MBD2 ctr	LEDGF integ inh
37	O=C(NCc1nnc(SCC(=O)N2CCOCC2)o1)c1ccccc1	-1	3	5	0	2
38	O=[N+]([O-])c1ccccc1C=NNc1ccccc1	-10	-3	-1	-1	3
39	CC(C)c1ccc(NC(=O)Cn2c(=O)oc3ccccc32)cc1	4	5	1	1	1
40	CCCC(=O)N(Cc1cc(=O)[nH]c2ccccc12)c1ccccc1C	3	-1	-5	0	2
41	C=CCn1c(-c2ccccn2)n[nH]c1=S	7	4	-4	-1	-3
42	CCCCCCCCN1C(=O)[C@@H](CC(=O)N2CCC(c3ccccc3)CC2)C[C@@]2(C(=O)OC)C1=C[C@H](C(C)C)O[C@@H]2C1CC1	2	0	-6	0	0
43	Cn1c2ccccc2c2c(C(=O)NCCCN3CCCC3=O)cn(C3CCCCC3)c(=O)c21	7	-2	1	1	5
44	Clc1ccc(CN2CCSCC2)c(Cl)c1	10	2	-2	0	-3
45	CCOc1ccc2nc(N3CCCC(C(=O)NCCCN4CCCCC4)C3)sc2c1 (configuration not stated)	6	3	5	3	-5
46	CCN(CC)C(=O)CSc1nc(O)c(Cc2ccc(OC)cc2)c(=O)[nH]1	-1	2	6	0	-1
47	CCCC(C)C(=O)NC1CCCCN(C)C1=O (configuration not stated)	0	0	-12	-2	3

#	PRMT1 FP inh	Tn6 DDE FP	TCR-CD3 inh	KLK7 zymogen act	SIAE primary
37	-3	3	5	0.2	6
38	1	0	-3	-0.5	12
39	-1	4	1	0.3	3
40	2	-6	-2	0.4	-5
41	-3	-10	5	1.0	12
42	4	-1	nt	0.1	2
43	-2	-3	2	-0.3	-2
44	-1	3	8	-0.5	-8
45	4	-8	3	0.1	1
46	5	-8	-2	-1.0	-3
47	-2	1	-3	0.0	-5

Three entries from above, sorted by heavy-atom count, low to high.
#	SMILES	TDP2 inh	MBD2 DNA inh	Tn7 DDE FP	UHRF1 MBD2 ctr	LEDGF integ inh
41	C=CCn1c(-c2ccccn2)n[nH]c1=S	7	4	-4	-1	-3
39	CC(C)c1ccc(NC(=O)Cn2c(=O)oc3ccccc32)cc1	4	5	1	1	1
46	CCN(CC)C(=O)CSc1nc(O)c(Cc2ccc(OC)cc2)c(=O)[nH]1	-1	2	6	0	-1

#	PRMT1 FP inh	Tn6 DDE FP	TCR-CD3 inh	KLK7 zymogen act	SIAE primary
41	-3	-10	5	1.0	12
39	-1	4	1	0.3	3
46	5	-8	-2	-1.0	-3

Only LEDGF integ inh, for five of the compounds above:
# | mol | LEDGF integ inh
40 | CCCC(=O)N(Cc1cc(=O)[nH]c2ccccc12)c1ccccc1C | 2
41 | C=CCn1c(-c2ccccn2)n[nH]c1=S | -3
42 | CCCCCCCCN1C(=O)[C@@H](CC(=O)N2CCC(c3ccccc3)CC2)C[C@@]2(C(=O)OC)C1=C[C@H](C(C)C)O[C@@H]2C1CC1 | 0
43 | Cn1c2ccccc2c2c(C(=O)NCCCN3CCCC3=O)cn(C3CCCCC3)c(=O)c21 | 5
44 | Clc1ccc(CN2CCSCC2)c(Cl)c1 | -3
